Bim-Bcl-W: inhibitors of Bim binding to Bcl-W, primary screen, biochemical, multiplexed, bead-based flow cytometry. Bcl-2-like protein 2 (Homo sapiens), Q92843. inhibition, % at 10 µM. Bim peptide-Bcl-W binding. 190,000 compounds, 0.02% hits;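 further: 0% = bound tracer without compound and 100% = peptide blocker; higher means less fluorescent Bim peptide bound to Bcl-W beads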
Target sequence (Q92843 whole entry, looked up): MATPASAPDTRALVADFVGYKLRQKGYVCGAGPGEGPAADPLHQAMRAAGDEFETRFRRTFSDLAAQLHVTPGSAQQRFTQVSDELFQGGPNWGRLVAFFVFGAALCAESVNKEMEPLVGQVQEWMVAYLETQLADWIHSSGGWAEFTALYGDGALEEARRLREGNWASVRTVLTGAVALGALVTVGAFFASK
GSH bead fluor: compound fluorescence on glutathione beads, profiling panel, artefact control, biophysical, 488/530 nm, flow cytometry | GSH beads flow cytometry, compound fluorescence 488/530 nm; active compounds read high | fluorescence (KMESF) at 10 µM | 190,000 compounds, 0.25% hits | AID 1776, 2009; in the data active means fluorescence above about 89;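 further: glutathione beads carrying GST-tagged Bcl family fusion proteins plus one bare bead set; values are compound well signal with DMSO vehicle wells as background; inactives centre near 16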
Bim-Mcl-1: inhibitors of Bim peptide binding to Mcl-1, primary screen, biochemical, bead-based flow cytometry, multiplex | Bim peptide-Mcl-1 binding | inhibition, % at 10 µM | 190,000 compounds, 0.1% hits | AID 1009, 2008;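 further: 0% = no compound tracer wells and 100% = peptide blocker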
Target sequence (Q07820 whole entry, looked up): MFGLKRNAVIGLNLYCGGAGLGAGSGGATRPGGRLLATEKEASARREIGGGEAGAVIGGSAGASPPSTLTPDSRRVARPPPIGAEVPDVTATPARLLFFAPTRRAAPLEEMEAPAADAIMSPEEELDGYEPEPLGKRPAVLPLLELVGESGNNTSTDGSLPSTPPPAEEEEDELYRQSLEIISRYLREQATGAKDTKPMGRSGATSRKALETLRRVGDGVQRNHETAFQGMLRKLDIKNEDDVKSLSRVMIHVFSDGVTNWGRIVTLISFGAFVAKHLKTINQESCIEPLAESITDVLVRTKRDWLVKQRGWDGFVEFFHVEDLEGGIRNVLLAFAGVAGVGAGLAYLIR
Bim-Bfl-1: inhibitors of Bim binding to Bfl-1, primary screen, biochemical, multiplexed, bead-based flow cytometry; inhibition, % at 10 µM; Bcl-2-related protein A1 (Homo sapiens), Q16548; Bim-Bfl-1 binding inhibition; 190,000 compounds, 0.12% hits;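 further: 0% = wells without compound plus tracer and 100% = blocker peptide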
Bim-Bcl-B: inhibitors of Bim-Bcl-B binding, primary screen, biochemical, multiplexed, human Bcl-2 family | 190,000 compounds, 0.073% hits | Bcl-2-like protein 10 (Homo sapiens), Q9HD36 | inhibition, % at 10 µM | bead-based flow cytometry, Bim peptide-Bcl-B binding;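 further: 0% = tracer peptide without compound and 100% = reference inhibitor peptide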
Target sequence (Q9HD36 whole entry, looked up): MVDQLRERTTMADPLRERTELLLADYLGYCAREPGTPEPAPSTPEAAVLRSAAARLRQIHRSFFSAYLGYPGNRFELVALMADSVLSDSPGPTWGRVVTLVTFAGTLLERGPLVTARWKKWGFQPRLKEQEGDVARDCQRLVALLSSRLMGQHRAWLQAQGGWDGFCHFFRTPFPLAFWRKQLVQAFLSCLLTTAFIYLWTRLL
RGS8-Gao: RGS8-Galphao binding modulators, primary screen, biochemical, multiplexed bead flow cytometry. actives lie on both sides. response (percent of control binding), % at 10 µM. 220,000 compounds, 0.34% hits; in the data active means response below about 60% or above about 140%; inactive means in between;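 further: Galphao activated as the GDP aluminium fluoride complex binding bead-coupled RGS8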
RGS4-Gao reg: modulators of RGS4 binding to Galphao, primary screen, biochemical, multiplexed bead flow cytometry | Guanine nucleotide-binding protein G(o) subunit alpha (Homo sapiens), P09471 | actives lie on both sides | binding response (% of control), % at 10 µM | 220,000 compounds, 0.33% hits | AID 1415, 2008; in the data active means binding response below about 49% or above about 150%; inactive means in between;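 further: fluorescent Galphao activated with aluminum fluoride binding bead-coupled RGS4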
Bcl-XL Bim block: inhibitors of Bim-Bcl-XL binding, primary screen, biochemical, multiplexed, bead flow cytometry, human Bcl-XL; inhibition, % at 10 µM; Bcl-2-like protein 1 (Homo sapiens), Q07817; Bim peptide-Bcl-XL binding, fluorescence; 190,000 compounds, 0.04% hits
RGS7-Gao: RGS7-Galphao binding modulators, primary screen, biochemical, multiplexed bead flow cytometry; Guanine nucleotide-binding protein G(o) subunit alpha (Homo sapiens), P09471; actives lie on both sides; binding response (% of control), % at 10 µM; 220,000 compounds, 0.35% hits; AID 1439, 2008; in the data active means binding response below about 49% or above about 150%; inconclusive means no clear call, values can overlap the other calls; inactive means in between;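 further: fluorescent Galphao held in activated GDP-AlF4 state binding bead-coupled RGS7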
Mcl1 Bid PPI: Mcl-1/Bid binding inhibitors, primary screen, biochemical, TR-FRET, 1536-well | AID 1021, 2008 | 220,000 compounds, 0.97% hits | Induced myeloid leukemia cell differentiation protein Mcl-1 (Homo sapiens), Q07820 | inhibition, % at 21.7 µM | TR-FRET Mcl-1/Bid-Dy647 peptide binding;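 active means compounds that cut the binding signal by more than half at the single screening dose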;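 further: His-tagged Mcl-1 with europium anti-His antibody binding Bid BH3 peptide; 0% = Mcl-1 plus peptide wells and 100% = peptide-only wells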
Bim-Bcl-2: inhibitors of Bim-Bcl-2 binding, primary screen, biochemical, multiplexed, human Bcl-2 family. Apoptosis regulator Bcl-2 (Homo sapiens), P10415. Bead-based flow cytometry, Bim peptide-Bcl-2 binding. inhibition, % at 10 µM. 190,000 compounds, 0.06% hits. AID 950, 2007; in the data active means inhibition above about 40%; inconclusive means no clear call, values can overlap the other calls;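 further: 0% = no compound wells with probe peptide and 100% = reference peptide inhibitor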
Target sequence (P10415 whole entry, looked up): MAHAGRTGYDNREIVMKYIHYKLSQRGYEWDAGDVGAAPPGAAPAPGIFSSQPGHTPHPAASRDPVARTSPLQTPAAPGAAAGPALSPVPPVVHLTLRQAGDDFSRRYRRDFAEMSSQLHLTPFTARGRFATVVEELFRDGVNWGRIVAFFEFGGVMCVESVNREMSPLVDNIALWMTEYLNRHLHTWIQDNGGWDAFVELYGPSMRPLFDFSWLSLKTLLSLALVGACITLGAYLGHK
* hit, by the source's call; ? = inconclusive. Unless noted, no stated cut-off is given here; in the data, active means inhibition above about 40%.

SMILES | Bim-Bcl-W | GSH bead fluor | Bim-Mcl-1 | Bim-Bfl-1 | Bim-Bcl-B | RGS8-Gao | RGS4-Gao reg | Bcl-XL Bim block | RGS7-Gao | Mcl1 Bid PPI | Bim-Bcl-2
Cc1ccc(NC(=O)NNC(=O)c2sccc2-n2cccc2)cc1 | -2.0 | 15 | -4.0 | -3.0 | -4.0 | 88.0 | 82.2 | 0.0 | 91.6 | -25.4 | -2.0
C/C(=N/NC(=O)c1ccoc1C)c1ccc(NC(=O)c2ccncc2)cc1 | -2.0 | 20 | -3.0 | 0.0 | -6.0 | 122.7 | 110.4 | -5.0 | 105.6 | -3.1 | -2.0
Cc1nn(CCCC(=O)N2CCN(c3ccc(F)cc3)CC2)c(C)c1[N+](=O)[O-] | -4.0 | 15 | -1.0 | -6.0 | -9.0 | 17.8* | 25.4* | -2.0 | 19.3* | -16.5 | -1.0
OCC1CCCN(C(=S)NCCc2ccccc2)C1 (stereo not drawn) | 0.0 | 11 | 1.0 | 2.0 | -7.0 | 104.1 | 104.8 | 0.0 | 101.5 | -24.4 | 0.0
NS(=O)(=O)c1ccc(CCNC(=O)CN2CCN(c3ccccc3F)CC2)cc1 | -2.0 | 8 | -1.0 | 1.0 | -4.0 | 104.3 | 101.2 | -3.0 | 100.0 | -8.0 | -1.0
COc1cc(/C=C2\SC(=S)N(CC(=O)Nc3ccc(O)cc3)C2=O)cc(OC)c1OC | 0.0 | 11 | 0.0 | 0.0 | -9.0 | 99.7 | 99.2 | -3.0 | ? | -16.9 | 2.0
COc1cccc(C(=O)N(Cc2ccc(N(C)C)cc2)C2CCS(=O)(=O)C2)c1 (stereo not drawn) | -7.0 | 5 | -3.0 | 8.0 | 0.0 | 105.2 | 109.2 | -1.0 | 103.3 | -49.3 | 2.0
C/C(=N/NC(=S)Nc1ccccc1)c1ccc2c(c1)OCO2 | -3.0 | 5 | -2.0 | 1.0 | -5.0 | 102.0 | 97.4 | 2.0 | 104.8 | -44.4 | 0.0
CCCOc1ccc(N2C(=O)CC(N(O)c3ccccc3)C2=O)cc1 (stereo not drawn) | -1.0 | 20 | 0.0 | 0.0 | 0.0 | 103.0 | 104.5 | -1.0 | 101.8 | -35.5 | -1.0
Cc1cc(C)c(OCC(=O)N/N=C/c2ccc3c(c2)OCO3)c(C)c1 | -2.0 | 10 | -4.0 | -14.0 | -6.0 | 105.8 | 101.7 | -5.0 | 99.3 | -11.5 | -13.0
CCOc1cc(CNC(=O)CN2C(=O)c3ccccc3S2(=O)=O)ccc1OC | -1.0 | 30 | 0.0 | -5.0 | -6.0 | 98.0 | 95.1 | 2.0 | 94.9 | -17.9 | -3.0
CC/C(=N/OC(=O)c1cccc(C)c1)C(=O)c1cccs1 | 0.0 | 10 | -2.0 | -8.0 | -5.0 | 97.0 | 96.3 | 0.0 | ? | -8.0 | -5.0
C=CCCC(=O)Nc1nc(C)c(-c2csc(Nc3cccc(OC)c3)n2)s1 | 1.0 | 23 | -4.0 | -5.0 | -3.0 | 101.7 | 103.5 | 1.0 | 96.4 | -19.9 | -1.0
COc1ccc(C(=O)c2ccccc2Cl)cc1OC | 2.0 | 14 | 0.0 | -7.0 | -3.0 | 103.5 | 110.3 | -2.0 | 110.1 | -36.4 | -7.0
Cc1ccc(NC(=O)CN2C(=O)C3C4C=CC(C4)C3C2=O)cc1S(=O)(=O)N(C)C (stereo not drawn) | -6.0 | 15 | -6.0 | -1.0 | -4.0 | 104.1 | 105.0 | -9.0 | 102.2 | -19.2 | -4.0
CCNCc1cc([N+](=O)[O-])ccc1OCC | -2.0 | 21 | -1.0 | 2.0 | -1.0 | 92.0 | 90.5 | -3.0 | 90.5 | -6.9 | 1.0
Cc1snc(SCC(=O)c2ccc([N+](=O)[O-])cc2)c1C#N | -2.0 | 18 | -6.0 | 31.0 | -47.0 | 85.1 | 98.0 | -9.0 | 103.7 | -33.8 | 3.0
CCOC(=O)c1ccc(Nc2nc(C)cc(C)c2C#N)cc1 | -4.0 | 14 | -6.0 | -1.0 | -1.0 | 98.3 | 94.6 | 0.0 | 94.5 | -7.6 | -4.0
Cn1c(N2CCC(C(N)=O)CC2)nc2c1c(=O)n(Cc1ccc(Cl)cc1)c(=O)n2C | 3.0 | 19 | 3.0 | -10.0 | -5.0 | 104.9 | 101.1 | -2.0 | 102.2 | -12.4 | 0.0
CCOc1cc(/C=C2\C(=O)N(c3cccc(C(F)(F)F)c3)C(=O)c3ccccc32)ccc1O | -1.0 | 9 | -1.0 | 1.0 | -1.0 | 100.4 | 95.5 | -4.0 | 99.9 | -70.5 | 6.0
Cn1c(=O)cc(OCCCC(=O)N2CCN(c3ccccc3)CC2)c2ccccc21 | 1.0 | 20 | 1.0 | 0.0 | 0.0 | 101.8 | 99.7 | -1.0 | 99.6 | -23.6 | -2.0
O=C(Nc1ccc(Cl)cc1-c1nc2ccccc2s1)c1ccco1 | -2.0 | 12 | -2.0 | 1.0 | -1.0 | 102.2 | 101.9 | -3.0 | 103.0 | 0.5 | 0.0
O=C(c1cnn2c(C(F)(F)F)cc(-c3ccc(Br)cc3)nc12)N1CCOCC1 | -2.0 | 10 | 0.0 | -1.0 | 0.0 | 102.3 | 104.7 | 0.0 | 99.0 | -17.2 | -3.0
N#C/C(=C/c1cn(-c2ccccc2)nc1-c1cccc(S(=O)(=O)N2CCCC2)c1)C(=O)NCc1ccco1 | 0.0 | 10 | -5.0 | 9.0 | -3.0 | 108.7 | 103.1 | -6.0 | 107.4 | -70.3 | 0.0
CCCCNc1nc(-c2ccccc2)nc(-n2ccnc2)n1 | -4.0 | 25 | -4.0 | -4.0 | -3.0 | 101.2 | 102.5 | -6.0 | 100.2 | 14.2 | 3.0

Of the compounds above, these have a thiophene ring, fused or not.
SMILES | Bim-Bcl-W | GSH bead fluor | Bim-Mcl-1 | Bim-Bfl-1 | Bim-Bcl-B | RGS8-Gao | RGS4-Gao reg | Bcl-XL Bim block | RGS7-Gao | Mcl1 Bid PPI | Bim-Bcl-2
Cc1ccc(NC(=O)NNC(=O)c2sccc2-n2cccc2)cc1 | -2.0 | 15 | -4.0 | -3.0 | -4.0 | 88.0 | 82.2 | 0.0 | 91.6 | -25.4 | -2.0
CC/C(=N/OC(=O)c1cccc(C)c1)C(=O)c1cccs1 | 0.0 | 10 | -2.0 | -8.0 | -5.0 | 97.0 | 96.3 | 0.0 | ? | -8.0 | -5.0

Further entries:
SMILES | Bim-Bcl-W | GSH bead fluor | Bim-Mcl-1 | Bim-Bfl-1 | Bim-Bcl-B | RGS8-Gao | RGS4-Gao reg | Bcl-XL Bim block | RGS7-Gao | Mcl1 Bid PPI | Bim-Bcl-2
CCO[C@H]1OC(C(=O)N2CCN(Cc3ccccc3)CC2)=C[C@@H](c2cn(C(C)=O)c3ccccc23)[C@@H]1CCCO | 1.0 | 17 | -1.0 | -4.0 | -3.0 | 101.6 | 102.8 | 1.0 | 105.2 | -18.5 | -1.0
COc1cc(-c2nc(-c3ccc(NC(=O)c4ccc5c(c4)OCO5)cc3)no2)cc(OC)c1OC | 4.0 | 25 | -7.0 | -4.0 | -5.0 | 103.7 | 97.0 | 4.0 | 96.2 | -17.4 | -4.0
S=C(NCCc1ccccc1)N1CCN(C(c2ccccc2)c2ccccc2)CC1 | -3.0 | 19 | 0.0 | -2.0 | -6.0 | 100.8 | 101.9 | -6.0 | 100.4 | -11.1 | -4.0
COC(=O)c1ccc(C2C3=C(Nc4nnnn42)c2ccccc2OC3)cc1 (stereo not drawn) | 0.0 | 12 | -3.0 | -2.0 | -4.0 | 99.8 | 94.7 | -2.0 | 95.1 | 7.0 | 0.0
COc1ccccc1N1CCN(c2nc(N)c(C#N)c(CC#N)c2C#N)CC1 | 0.0 | 23 | -2.0 | -3.0 | -1.0 | 100.5 | 99.6 | 0.0 | 98.7 | -40.5 | -2.0
O=C(/C=N/O)Nc1ccccc1C(=O)O | 0.0 | 23 | -3.0 | -11.0 | -8.0 | 97.6 | 98.7 | -4.0 | 96.7 | 23.1 | -15.0
Cc1ccc(OCCOc2ccc(Br)cc2)c([N+](=O)[O-])n1 | -4.0 | 10 | -6.0 | -3.0 | -7.0 | 118.8 | 118.3 | -8.0 | 117.0 | -23.5 | -6.0
O=C(NCCc1ccccn1)C1CCN(S(=O)(=O)c2ccc3ccccc3c2)CC1 | 0.0 | 12 | 2.0 | -1.0 | 0.0 | 101.8 | 102.9 | 0.0 | 102.6 | -15.3 | 0.0
c1ccc(-n2ncc3c(N4CCCC4)ncnc32)cc1 | -2.0 | 9 | 0.0 | -5.0 | 0.0 | 100.6 | 100.0 | -7.0 | 106.0 | -4.0 | -4.0
O=S(=O)(NCc1ccccc1)c1ccc(Cl)c(S(=O)(=O)NCc2ccccc2)c1 | 2.0 | 11 | -3.0 | -13.0 | -8.0 | 102.1 | 103.4 | -7.0 | 107.5 | -3.1 | -14.0
CCOc1ccccc1NS(=O)(=O)c1ccc(Br)s1 | -1.0 | 28 | 0.0 | -3.0 | -1.0 | 97.7 | 93.7 | -3.0 | 97.2 | -15.5 | -3.0
COc1ccc(OC(=O)CCCN2C(=O)c3ccccc3C2=O)cc1 | 0.0 | 22 | 1.0 | -8.0 | -4.0 | 102.2 | 98.4 | -4.0 | 101.3 | -27.2 | -3.0
Cc1ccc(/C([O-])=C(/C(=S)NCc2ccccc2)[n+]2ccccc2)cc1[N+](=O)[O-] | -3.0 | 17 | -5.0 | -1.0 | -26.0 | 101.4 | 98.6 | -5.0 | ? | -14.3 | -2.0
S=C(c1ccc(-c2ccc(Br)cc2)o1)N1CCCCC1 | -4.0 | 13 | 1.0 | -1.0 | -5.0 | 97.8 | 99.5 | -2.0 | 101.5 | -23.8 | -2.0
Cc1ccc([N+](=O)[O-])c(OCCn2cnc3ccccc32)c1 | 0.0 | 17 | 1.0 | -3.0 | -1.0 | 99.6 | 98.4 | -3.0 | ? | -34.2 | 3.0
O=C(NCCCN1CCCC1=O)c1ccc2c(=O)n(Cc3ccco3)c(=S)[nH]c2c1 | -3.0 | 14 | -6.0 | 2.0 | -11.0 | 100.3 | 102.0 | -6.0 | 101.2 | -38.9 | -4.0
O=C(Nc1ccccc1)Nc1ccc2ncoc2c1 | 14.0 | 6 | 91.0* | 13.0 | 52.0* | 99.6 | 98.3 | 59.0* | 118.2 | -27.4 | 41.0*
COC(=O)C1=C(C(=O)OC)C2(OC1c1ccccc1C)C(=O)c1ccccc1C2=O (stereo not drawn) | -1.0 | 30 | -3.0 | 0.0 | -4.0 | 96.4 | 92.0 | 0.0 | 91.3 | -25.1 | 3.0

Outcome played no part in choosing rows. About 1.8% of those tested had a hit in this group.
